N370S GC – inhibitors or activators of N370S glucocerebrosidase for Gaucher disease; P04062; AID 2101; 330,000 compounds, 0.092% hits; Potency, µM (highest dose often 59.4 µM), inactives show at the highest dose activity change, negative = inhibition, most hits filed as inhibitors; N370S GC spleen homogenate, 4MU-glucoside fluorescence;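 note: 0% = full enzyme activity and -100% = no enzyme basal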
FEN1 inh – blocks human flap endonuclease 1; P39748; Recombinant FEN1 flap cleavage, fluorescence, 15 min; Potency, µM (series often up to 114 µM), inactives show at the highest dose activity change, negative = inhibition, usual class: inhibitors; 390,000 compounds, 0.35% hits; AID 588795; note: nearly all actives have a fitted effect of over 65% in size
Target sequence (P39748 whole entry, looked up): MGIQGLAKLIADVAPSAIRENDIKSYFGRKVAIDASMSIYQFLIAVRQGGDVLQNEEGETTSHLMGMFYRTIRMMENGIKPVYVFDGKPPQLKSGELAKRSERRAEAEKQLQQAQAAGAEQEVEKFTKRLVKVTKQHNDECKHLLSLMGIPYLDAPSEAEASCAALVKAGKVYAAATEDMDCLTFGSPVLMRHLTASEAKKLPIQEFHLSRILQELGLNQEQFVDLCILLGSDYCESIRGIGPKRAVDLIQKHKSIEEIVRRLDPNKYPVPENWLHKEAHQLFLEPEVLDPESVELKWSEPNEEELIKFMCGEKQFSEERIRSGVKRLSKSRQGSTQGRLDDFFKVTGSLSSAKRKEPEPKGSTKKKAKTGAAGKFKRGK
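Read-out was taken twice, immediately and after 15 min, following addition of 50 nM substrate to 10 nM FEN1 that had sat with test compound for 15 min at room temperature. Curves came from a four-parameter Hill model.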
TDP1 cell CPT – growth inhibition of DT40 Tdp1-/-;hTDP1 cells with camptothecin (screen for TDP1 inhibitors); Potency, µM (doses to about 46.2 µM), for the others: at the highest dose activity change, negative = growth inhibition, most hits filed as inhibitors; chicken DT40 Tdp1-/-;hTDP1 cells + 20 nM CPT, ATP luminescence, 48 h; AID 686979; 420,000 compounds, 12% hits; note: nearly all actives have a fitted effect of over 55% in size
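Cell growth measured by CellTiter-Glo luminescence after a minimum 48 h, 37 C compound exposure with 20 nM CPT in Tdp1-knockout DT40 cells stably expressing hTDP1, seeded 400/well; qHTS titration format.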
Active calls of the source: *; ? = inconclusive; · = no result given; & = joins results of further samples; [ ] = dose if it differs, or a comment. Calls come from the whole dose curve; as a rule, active = well fitted curve in the direction sought with a large enough effect; inconclusive = small, poorly fitted or top-dose-only effect, or another doubt; inactive = no such curve, though single readings can be large; an effect the other way counts as inactive or inconclusive. Unless noted, % is set by controls: 0 for no effect and ±100 for the full control effect; potency is the fitted concentration of half-maximal effect. Not all compounds are listed; count on the stated rates, not on these rows.

entry	structure	TDP1 cell CPT	N370S GC	FEN1 inh
1	CCc1ccc(NC(=O)C2CCN(S(=O)(=O)c3c(C)noc3/C=C\c3ccc(OC)cc3)CC2)cc1	8.2µM*	·	-1%
2	O=C(COC(=O)CCc1ccccc1)Nc1cc(S(=O)(=O)N2CCOCC2)ccc1N1CCCC1	-3%	23%	-8%
3	Cc1nonc1NC(=O)CSc1ccc(-c2ccccc2)nn1	-11%	-1%	-4%
4	CCCCSC1=N/C(=C/c2ccsc2)C(=O)N1c1ccccc1	?	1%	-1%
5	COc1ccc(CCNC(=O)Cn2c(=O)oc3ccccc32)cc1OC	-9%	-11%	-4%
6	Cn1c(=O)oc2cc(S(=O)(=O)NC(Cc3ccccc3)C(=O)Nc3ccc(F)c(Cl)c3)ccc21 (stereo not drawn)	0%	·	-32%
7	Cc1ccc(C(=O)Nc2cccnc2)cc1S(=O)(=O)N1CCCC1	-12%	-7%	7%
8	Nc1ncnc2sc3c(c12)CCNC3	-13%	-10%	-11%
9	Cc1cc(C)n(/C(=C/N(C)C)C(=O)c2ccccc2)n1	-15%	-5%	-10%
10	Fc1ccccc1-c1nc(NCCCN2CCOCC2)c2ccccc2n1	?	?	-5%
11	CCc1cccc(NC(=O)Nc2csc3c2CCCC3)c1	21µM*	·	-3%
12	O=C(CCCCn1c(=O)c2ccccc2n(CC(=O)Nc2cccc(F)c2)c1=O)NCCc1ccccc1	-11%	·	3%
13	COc1ccc2c(c1)C1=NN(/C(C)=C/C(C)=O)C(c3cccc(F)c3)C1CC2 (stereo not drawn)	0%	1%	-21%
14	Cc1cccc(N2CCN(C(=O)c3ccc(NC(=O)C4CCCO4)cc3)CC2C)c1 (stereo not drawn)	-27%	-3%	-16%
15	S=c1ncc2[nH]c(=S)[nH]c2[nH]1	0%	·	-24%
16	O=C(C1COc2ccccc2O1)N1CCc2ccccc21 (stereo not drawn)	-26%	-6%	0%
17	Cn1c(Cn2c(=O)sc3ccccc32)nnc1SCC(=O)Nc1ccc(F)cc1	-3%	10%	-3%
18	CCn1c(Cn2nnc(-c3ccccc3)n2)nnc1SCC(=O)Nc1cccc(C(C)=O)c1	?	-15%	2%
19	Cc1nc(NS(=O)(=O)c2ccccc2)sc1C(=O)N/N=C/c1ccccc1	-6%	-8%	-5%
20	O=C(O)c1ccc(N=C2NC(=O)C(CO)(CO)S2)cc1	16%	-4%	15%

Additional structures follow.
entry	structure	TDP1 cell CPT	N370S GC	FEN1 inh
21	Cc1ccc(-c2cn3nc(C)c(C)nc3n2)cc1	-23%	8%	1%
22	O=C(COc1ccc(S(=O)(=O)N2CCCCC2)cc1)N1CCCC1	2%	3%	-4%
23	COc1cccc(C2CC(c3c(Cl)cccc3Cl)n3nc(N)nc3N2)c1 (stereo not drawn)	-3%	-7%	-6%
24	CC(C)CCN1C(=O)c2ccc(C(=O)OCn3nnc4ccccc4c3=O)cc2C1=O	-7%	3%	-11%
25	CCOC(=O)Cc1csc(NC(=O)COc2cccc(C)c2)n1	7%	-8%	-9%
26	Cc1cc(=O)oc2cc(NC(=O)COc3cccc(C(F)(F)F)c3)ccc12	?	·	12%
27	CCn1c(=O)c(C(=O)NNS(=O)(=O)c2ccc(C)cc2)c(O)c2ccccc21	?	25%	-2%
28	COc1ccc(NC(=O)CNc2cc(S(=O)(=O)N3CCOCC3)ccc2NCC2CCCO2)cc1 (stereo not drawn)	?	-16%	0%
29	CCc1cc(=O)oc2cc(OCC(N)=O)c(Cl)cc12	1%	11%	-16%
30	CCc1ccc(C(=O)CCC2CCCCC2=O)cc1 (stereo not drawn)	?	26%	7%
31	COc1cc(OC)cc(-n2c(=O)c3sccc3n(Cc3ccc(F)cc3)c2=O)c1	-19%	·	17%
32	O=C(Cn1c(=O)oc2ccccc21)Nc1ccc(Cl)cc1	-6%	0%	2%
33	Cn1c(=O)c(=O)n(C)c2cc(N3CCCCC3)c(NS(=O)(=O)c3ccc(Br)cc3)cc21	-25%	?	-25%
34	CC(=O)Nc1ccc(NC(=O)CCCCCn2nnc3ccccc3c2=O)cc1	8%	-6%	-12%
35	CCN(CC)CCn1c(=O)n(-c2ccc(Cl)cc2)c(=O)c2c3c(sc21)CN(C)CC3	29µM*	4%	-4%
36	CNc1nc(Cl)nc2ncn(C)c12	0%	·	4%
37	CCc1ccc(OCCn2cccn2)cc1	6%	-3%	7%
38	CCc1ccccc1NC(=O)CSc1nc2c(c(-c3ccco3)c1C#N)CCCC2	-29%	-1%	-7%
39	Cc1cc(C)nc(-n2nc(C)c3c2N(Cc2ccccc2F)C(=O)CC3c2ccc(Cl)cc2)n1 (stereo not drawn)	23µM*	·	6%
40	CCC/C(=N/NC(=O)c1ccccc1Cl)c1ccccc1	-5%	4%	17%

Other records
entry	structure	TDP1 cell CPT	N370S GC	FEN1 inh
41	CCN(C(=O)COc1cccc2cccnc12)C1CCS(=O)(=O)C1 (stereo not drawn)	?	-2%	?
42	Cc1ccc(S(=O)(=O)N2CN(CC3CCCO3)c3nc4ccccc4nc32)c(C)c1 (stereo not drawn)	?	-2%	-1%
43	CCOC(=O)CSc1nc(-c2ccccc2)cc(C(F)(F)F)c1C#N	-10%	·	-4%
44	C=CCC1c2cccc(C(=O)O)c2C(=O)N1c1cccc(C)c1 (stereo not drawn)	-20%	18%	6%
45	COc1ccccc1NC(=O)CN(Cc1ccco1)C(=O)c1cccs1	-21%	7%	-17%
46	Cc1ccnc(NS(=O)(=O)c2ccc(NC(=O)/C=C/c3ccccc3)cc2)n1	-3%	-8%	5%
47	CCCN(C(=O)CSc1nnc2ccccn12)C1CCS(=O)(=O)C1 (stereo not drawn)	18%	·	0%
48	CC(=O)Nc1ccc(S(=O)(=O)N2CCC(c3nnnn3-c3ccccc3)CC2)cc1	?	·	5%
49	CCOC(=O)C1CCN(CCC(=O)Nc2ccc(C)c(C)c2)CC1	5%	-4%	0%
50	Cc1nc(C(F)(F)F)ccc1C(=O)Nc1ccccc1N1CCOCC1	-19%	-3%	-4%
51	CN(C(=O)c1cccc(NC(=O)C2CCCN(C(=O)OC(C)(C)C)C2)c1)C1CCC1 (stereo not drawn)	21µM*	·	-9%
52	COCCn1c(=O)c2c(nc3n2CCCN3CCc2ccc(OC)c(OC)c2)n(C)c1=O	-2%	5%	-9%
53	CCOc1ccccc1NC(=O)CN(c1ccc(C)cc1)S(=O)(=O)c1c(C)n[nH]c1C	?	?	-7%
54	O=C(Nc1ccccc1N1CCOCC1)C1CCN(S(=O)(=O)c2ccc(F)cc2)CC1	-20%	1%	0%
55	Cc1cc(Nc2ccc3c(c2)OCCO3)n2nc(C)nc2n1	-16%	-4%	-18%
56	CCOC(=O)C1(C)Oc2ccccc2C(c2ccc(OC)cc2)=C1C(=O)OC (stereo not drawn)	?	0%[89.1 µM]	-25%
57	CCCCNC(=O)CCc1nc2cccnc2n1Cc1ccccc1	-3%	2%	3%
58	Cc1nc(N(CCO)C2CCCCC2)c2nnn(Cc3ccccc3)c2n1	-16%	-5%	-20%
59	CN(C)c1ncc2nc(-c3ccccc3)c(=O)n(Cc3cccs3)c2n1	13%	10%	·
60	CCOc1cc(CNc2ccc(N3CCOCC3)cc2)cc(Br)c1OCC	?	-7%	-6%

Remaining list, next part.
entry	structure	TDP1 cell CPT	N370S GC	FEN1 inh
61	CC(C)(C)c1ccc(-c2n[nH]c(=S)n2CCCN2CCOCC2)cc1	-25%	-11%	4%
62	COc1ccc2c(CC(=O)Nc3ccc(OC)c(NS(=O)(=O)c4ccc(F)cc4)c3)coc2c1	-6%	-11%	0%
63	Cc1ccc(S(=O)(=O)Nc2cc(=O)[nH]c(SCC(=O)Nc3cccc(C(F)(F)F)c3)n2)cc1	9%	3%	-1%
64	NC(=O)c1ccc(Cn2c(C(=O)c3cc(Cl)c(N)c(Cl)c3)c3ccccc3[n+]2[O-])cc1	?	-12%	-2%
65	CN(C)c1ccc(/C=N/Nc2nncc3ccccc23)cc1	?	1%	-6%
66	Cc1ccc2nc(NCC(N)=O)nc(-c3ccccc3)c2c1	-27%	?	15%
67	O=C(CCCN1C(=O)/C(=C/c2ccco2)SC1=S)Nc1ccccc1C(=O)O	-25%	-7%	?
68	CC(=O)c1sc(-c2ccc(Cl)cc2)cc1N	2%	9%	1%
69	CCc1nnc(NC(=O)CSc2nnc(-c3c[nH]c4ccccc34)n2CCOC)s1	?	1%	2%
70	CC(C)(CO)NCC#Cc1ccccc1	10%	2%	-13%
71	CC1CCN(CCC(=O)Nc2ccccc2)CC1	-1%	-1%	8%
72	CC(=O)c1ccc(OCc2cc(C(=O)N3CCC(c4ccncc4)CC3)no2)cc1	12µM*	1%	1%
73	O=C1NC(=O)/C(=C\c2ccsc2)N1	-13%	-18%	-8%
74	O=S(=O)(c1ccccc1)N1CCC(O)(CSc2ccc(F)cc2)CC1	?	14%	-1%
75	CN1CCN(C(=O)c2ccc(CNS(=O)(=O)c3cccc(Cl)c3)cc2)CC1	-11%	9%	0%
76	COc1ccc2c(C=Nc3c(C)n(C)n(-c4ccccc4)c3=O)c(O)n(Cc3ccco3)c(=O)c2c1	18µM*	-9%[2.35 µM]	-15%&12%
77	Cc1cc(C(=O)N2CCCC(Nc3ccc(F)cc3)C2)n(C)n1 (stereo not drawn)	-4%	-1%	4%
78	CCC1CSC(Nc2ccc(C(=O)/C=C/c3ccc(Oc4ccccc4)cc3)cc2)=N1 (stereo not drawn)	23µM*	27%	-2%
79	COc1cc(NC(=S)NC(=O)CCc2ccccc2)cc(OC)c1	?	-3%	?
80	CN1C(=O)Cc2cc(S(=O)(=O)N3CCOCC3)ccc21	-22%	-3%	10%

Exported as labelled records: entries from further up
71. CC1CCN(CCC(=O)Nc2ccccc2)CC1
  TDP1 cell CPT: -1%
  N370S GC: -1%
  FEN1 inh: 8%
72. CC(=O)c1ccc(OCc2cc(C(=O)N3CCC(c4ccncc4)CC3)no2)cc1
  TDP1 cell CPT: 12µM*
  N370S GC: 1%
  FEN1 inh: 1%
73. O=C1NC(=O)/C(=C\c2ccsc2)N1
  TDP1 cell CPT: -13%
  N370S GC: -18%
  FEN1 inh: -8%
74. O=S(=O)(c1ccccc1)N1CCC(O)(CSc2ccc(F)cc2)CC1
  TDP1 cell CPT: ?
  N370S GC: 14%
  FEN1 inh: -1%

Continuation.
entry	structure	TDP1 cell CPT	N370S GC	FEN1 inh
81	CCCCN(CC)CCNC(=O)c1cc2c(-c3ccccc3F)nn(C)c2s1	16µM*	?	-17%
82	O=c1nc(-c2ccccc2)n(-c2ccccc2)c2ncccc12	?	-3%	-4%
83	CC(C)c1ccc(C2NC(=O)c3ccccc3O2)cc1 (stereo not drawn)	-8%	-23%	13%
84	Cc1ccc(Cn2c(CO)cnc2SCC(=O)Nc2cccc(F)c2)cc1	-16%	·	10%
85	Cc1cnc(NC(=O)NCC2CCCC(CNC(=O)Nc3ncc(C)s3)C2)s1 (stereo not drawn)	?	-24%	3%
86	O=C(CSc1nc2ccsc2c(=O)n1-c1ccc(Br)cc1)NCc1ccccc1	?	·	7%
87	CCOC(=O)C1CCN(C(=O)CCc2nc3ccccc3[nH]2)CC1	?	5%	-2%
88	CCCc1nc2c(sc3nc4c(cc32)COC(C)(C)C4)c(=O)n1Cc1ccco1	?	7%	6%
89	NS(=O)(=O)c1ccc(NC(=O)/C=C/c2ccco2)cc1	-13%	0%	-25%
90	CC(=O)N1CCc2cc(Br)cc(S(=O)(=O)NCc3ccccn3)c21	11%	7%	4%
91	CC(=O)N1N=C(c2ccccc2)CC1c1ccc(F)cc1 (stereo not drawn)	-28%	3%	0%
92	Cc1ccc(S(=O)(=O)N(Cc2cccnc2)Cc2cc3ccccc3[nH]c2=O)cc1	?	0%	12%
93	Cc1ccc(N(CC(O)CN2C(=O)NC(C)(C)C2=O)S(=O)(=O)c2ccc([N+](=O)[O-])cc2)cc1 (stereo not drawn)	2%	-1%	1%
94	O=C(/C=C/c1ccc([N+](=O)[O-])cc1)Nc1cccnc1	-27%	-7%	-9%
95	O=C(CNC(=O)c1ccc(OC(F)F)cc1)NCC1CCCO1 (stereo not drawn)	-6%	-8%	18%
96	O=S(=O)(NCC(c1cccs1)S(=O)(=O)c1ccccc1)c1ccccc1 (stereo not drawn)	1.2µM*	·	8%
97	CC1(C)NC(=O)N(CC(O)CN2CCOCC2)C1=O (stereo not drawn)	-4%	-1%	1%
98	O=S(=O)(c1ccc2c(c1)CCN2)N1CCCC1	-4%	·	17%
